High-throughput results (PubChem BioAssay)
Efflux pump mplx = blocks antifungal efflux pumps in multiplex yeast assay. S. cerevisiae Candida pump triplex, Nile Red efflux. inhibition, % at 10 µM. 330,000 tested, 0.44% active;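 active = plate passing quality check with inhibition over a set limit, or well fluorescence over plate mean plus 4 SD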;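 also: Nile Red retained in pooled yeast measured as flow cytometry median fluorescence; 0% = buffer negative control and 100% = Enniatin B positive control; higher means more Nile Red kept so more efflux inhibition; some compounds called inactive have numbers as strong as hits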
proCasp3 act = procaspase-3 (human) activation. P42574. recombinant procaspase-3 D3A, Ac-DEVD-pNA absorbance 405 nm. activation, % at 8.5 µM. 330,000 tested, 0.11% active. AID 463141;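 active = activation above the mean of all tested compounds plus 3 SD, cut at about 21% in these data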;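 also: 0% = DMSO alone and 100% = DMSO wells spiked with extra 5 µM PC-3 D3A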
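Assay system – Procaspase-3 D3A mutant, all three cleavage aspartates alanine · Controls – DMSO-only low control, 5 µM PC-3 D3A high control · Schedule – 1 h compound preincubation, 2 h substrate hydrolysis at 25 °C · Signal – 405 nm absorbance of p-nitroaniline, reads at 0 and 120 min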
TPT1 inh = inhibitors of Candida albicans tRNA 2'-phosphotransferase TPT1; recombinant caTPT1, FP RNA substrate dephosphorylation; inhibition, % at 5 µM; 300,000 tested, 0.81% active;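 active = inhibition above the mean of all tested compounds plus 3 SD, set per screening campaign, cut at about 24% in these data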;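 also: plate controls were DMSO alone for no effect and ferristatin control at 100 nM for full effect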
PP1 counter = counter-screen for PP5 inhibitors: inhibitors of human PP1-alpha. P62136. purified PP1alpha, OMFP fluorescence. inhibition, % at 6.7 µM. 320,000 tested, 0.9% active. AID 2235;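 active = inhibition above the mean inhibition of all tested compounds plus 3 SD, computed separately for each screening campaign, cut at about 15% in these data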
Target sequence (P62136 whole entry, looked up): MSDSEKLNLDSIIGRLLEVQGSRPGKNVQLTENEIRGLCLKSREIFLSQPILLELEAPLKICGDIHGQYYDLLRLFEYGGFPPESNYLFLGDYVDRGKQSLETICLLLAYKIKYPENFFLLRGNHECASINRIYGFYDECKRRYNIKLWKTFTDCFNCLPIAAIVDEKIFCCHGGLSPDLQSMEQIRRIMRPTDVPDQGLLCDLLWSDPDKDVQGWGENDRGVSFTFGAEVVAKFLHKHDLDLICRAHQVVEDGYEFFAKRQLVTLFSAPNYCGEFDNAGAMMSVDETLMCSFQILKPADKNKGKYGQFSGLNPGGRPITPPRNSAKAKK
PP5 inh = inhibitors of human protein phosphatase 5 (PP5) | P53041 | 320,000 tested, 0.18% active | purified PP5c, OMFP substrate fluorescence | inhibition, % at 6.7 µM;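 active = inhibition above the campaign's mean inhibition across all tested compounds plus 3 SD, cut at about 9.5% in these data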;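 also: 0% = DMSO only and 100% = 100 µM cantharidin control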
Target sequence (P53041 whole entry, looked up): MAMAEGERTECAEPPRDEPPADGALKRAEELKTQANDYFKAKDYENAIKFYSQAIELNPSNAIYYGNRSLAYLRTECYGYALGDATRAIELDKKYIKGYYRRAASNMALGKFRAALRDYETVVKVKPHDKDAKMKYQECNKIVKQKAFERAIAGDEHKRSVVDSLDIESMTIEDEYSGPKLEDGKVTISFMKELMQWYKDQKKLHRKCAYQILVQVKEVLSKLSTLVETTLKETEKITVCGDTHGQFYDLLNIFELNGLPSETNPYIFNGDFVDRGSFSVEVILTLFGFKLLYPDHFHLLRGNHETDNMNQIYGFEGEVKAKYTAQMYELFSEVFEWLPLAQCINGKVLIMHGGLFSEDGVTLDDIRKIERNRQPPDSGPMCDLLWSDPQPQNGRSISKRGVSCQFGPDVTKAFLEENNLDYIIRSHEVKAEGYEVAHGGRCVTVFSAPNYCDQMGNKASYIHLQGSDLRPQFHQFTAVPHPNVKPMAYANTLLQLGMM
procasp7 counter = counter-screen: procaspase-7 (human) activation; 330,000 tested, 0.093% active; recombinant procaspase-7, Ac-DEVD-pNA absorbance 405 nm; D23A/D198A/D206A triple mutant, cannot self-cleave; scale: DMSO 0, 5 µM enzyme 100; activation, % at 8.5 µM;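 active = percent activation above the screen-wide mean plus 3 SD, cut at about 25% in these data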
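Detection: p-Nitroaniline absorbance at 405 nm, read at 0 and 120 min; system: Uncleavable procaspase-7 mutant enzyme; evaluation: % activation from two-timepoint absorbance difference, scaled to controls; times: 1 h enzyme–compound preincubation and 2 h substrate reaction, both 25 °C; buffer or medium: Zinc-free HEPES pH 7.4 with 300 mM NaCl, 0.01% Triton X-100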
CTSL1 counter = counter-screen for PFM18AAP inhibitors: inhibitors of F. hepatica cathepsin L1; 300,000 tested, 0.49% active; inhibition, % at 5.96 µM; recombinant F. hepatica cathepsin L1, Z-Leu-Arg-MCA fluorescence;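 active = inhibition above the mean of all tested compounds plus 3 SD, set per screening campaign, cut at about 17% in these data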;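 also: 0% = plate median of test compound wells and 100% = 1 µM Z-Phe-Ala-diazomethylketone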
GASC-1 inh = inhibitors of human GASC-1 (JMJD2C) demethylase. GST-JMJD2C(1-420) H3K9me3 demethylation, DELFIA europium. inhibition, % at 2.35 µM. 330,000 tested, 0.069% active. AID 2099;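 active = more than half of a compound's replicate wells show inhibition beyond 50%, single wells judged on their own value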;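 also: signal counts dimethyl H3K9 product captured on neutravidin plate; 0% = median of DMSO wells and 100% = 0.3 times that DMSO median; strong numbers were not always called active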
HCV core dimer = HCV core protein dimerization inhibition; inhibition, % at 5 µM; TR-FRET GST/Flag-core106 dimerization, 1536-well; AID 1899; 300,000 tested, 0.33% active;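 active = inhibition above the mean of all tested compounds plus 3 SD, set per screening campaign, cut at about 45% in these data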
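Material: Tagged HCV core106 pair (GST and Flag) | Amount: GST-core106 13.5 nM, Flag-core106 17 nM | Medium: KF-containing HEPES buffer, pH 7.45, DTT, CHAPS, BSA | Reagent: Eu donor and XL665 acceptor anti-tag antibodies | Schedule: 4 h at 22.5 °C | Technique: Time-resolved FRET, ex 340 nm, em 617 and 671 nm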
The depositor's hits bear a star; · = not tested or not shown.

Each structure is followed by: Efflux pump mplx	proCasp3 act	TPT1 inh	PP1 counter	PP5 inh	procasp7 counter	CTSL1 counter	GASC-1 inh	HCV core dimer
> CCOc1ccc(S(=O)(=O)NCCC2=CCCCC2)c2ccccc12
  0.2	7	1	4	0.0	-3	-1	-5	9
> CCCNC(=O)COc1ccc(S(=O)(=O)Nc2ccc(C)cc2)cc1
  -0.1	-6	-1	2	1.8	3	1	23	-3
> COc1ccc(/C=C2\CCCC3C2=NN(C(=O)CSc2n[nH]c(N)n2)C3c2ccc(OC)cc2)cc1 (stereo not given)
  0.1	-13	2	3	2.4	-4	1	0	15
> CC(=O)Nc1ccc(S(=O)(=O)N(C)CC(=O)NNc2c(F)c(F)cc(F)c2F)cc1
  -0.3	7	·	·	·	-5	·	4	·
> O=C(O)c1ccc(N2C(=O)/C(=C\c3ccccc3)N=C2c2ccccc2)cc1
  0.0	3	-3	-1	1.9	5	0	4	0
> CNC(=O)CN1C(=O)CSc2ncccc21
  -0.2	-2	0	-3	-1.4	3	3	-6	-4
> O=C(Nc1ccc(Cl)cc1N1CCOCC1)C1CCCCC1
  0.6	-2	-3	0	-1.6	-9	0	2	1
> CCOC(=O)c1ccc2c(c1)C1C=CCC1C(C(=O)O)N2 (stereo not given)
  0.0	-7	9	30*	0.9	0	8	-15	88*
> O=C(Nc1cccc(Cl)c1)Nc1ccon1
  0.1	-2	-1	1	0.2	4	2	-7	-4
> CCOc1ccc(Nc2nc(N3CCCCC3)nc(N3CCCCC3)n2)cc1
  0.1	-12	1	-2	2.9	8	1	-5	0
> O=C(C1CCN(S(=O)(=O)c2ccccc2)CC1)N1CCN(c2ccccc2)CC1
  0.1	-5	0	-1	1.2	-9	-3	3	1
> O=C(Cc1ccccc1)NNC(=O)Nc1cccc(Cl)c1
  0.1	2	0	-3	-0.5	4	-1	-6	0
> CC(C)C(=O)Nc1cc2c3c(c1)CCC(=O)N3CCC2
  0.2	0	-1	0	0.5	-5	-2	-5	-3
> CCO[C@@H]1OC(C(=O)N2CCN(C)CC2)=C[C@H](C(C)(C)C)[C@H]1CCCO
  0.0	6	0	4	-0.3	5	-5	-6	-11
> COc1ccc(CN2CCN(C(=O)CC(C)C)CC2)c2ccccc12
  0.0	10	0	-2	-0.5	-3	1	28	1
> NC(=O)SCC(=O)Nc1ccc(Cl)c(Cl)c1
  0.0	1	-1	0	0.9	-16	-1	-8	5
> Cc1cc(NS(=O)(=O)Cc2ccccc2)no1
  0.0	0	-2	-1	-2.6	1	-2	-1	-3
> COc1ccc(-c2nc3nc(C)c(Cc4ccccc4)c(=O)n3[nH]2)cc1
  0.5	1	1	3	5.4	-7	-2	4	-4
> O=C(NNc1c(F)c(F)cc(F)c1F)c1cc2ccccc2oc1=O
  -0.1	2	0	-3	0.6	8	2	2	3
> Cc1cc2nc(N3CCN(C(=O)c4cccs4)CC3)sc2cc1C
  0.0	16	-2	5	0.0	12	3	-2	8
> Cc1cc(C(=O)OCC(=O)NC2(C#N)CCCCC2)c(C)o1
  -0.1	3	·	7	2.0	0	·	·	·
> CCCCC(CC)CNC(=O)CN1C(=O)NC2(CCc3ccccc32)C1=O (stereo not given)
  -0.1	8	1	-3	-0.1	2	2	4	2
> Cc1cccc(NC(=O)Nc2ccc(OCc3ccccc3)cc2)n1
  0.0	-10	-3	4	2.5	-4	1	-3	-2
> Cc1ccc(-c2csc3nc(C)n(-n4cccc4)c(=O)c23)o1
  0.0	1	-6	-3	0.0	0	-4	9	2
> Cc1cccc(N(CC(=O)NCCC2=CCCCC2)S(C)(=O)=O)c1C
  0.0	5	0	0	0.9	0	4	-1	3
> COc1ccc(-n2c(SCC(=O)Nc3ccc(Br)cc3)nc(O)cc2=O)cc1
  0.0	-2	3	0	-0.4	2	-4	-11	14
> COc1ccc(C(=O)NCC(=O)OCC(=O)c2ccc3c(c2)NC(=O)CO3)cc1OC
  -0.2	-2	0	1	0.8	13	-24	15	3
> O=c1oc(-c2cccs2)nc2sc3c(c12)CCCC3
  -0.1	18	1	-4	1.5	18	1	-4	6
> COc1ccc(CNc2nc3ccccc3n2Cc2ccc(C)cc2)cc1OC
  -15	0	-2	4	1.3	6	1	-4	4
> COc1ccc(C(=O)NC(=S)Nc2ccccc2[N+](=O)[O-])cc1OC
  -0.1	-15	-3	-2	0.2	-21	16	4	-5

Going on with the list.
Each structure is followed by: Efflux pump mplx	proCasp3 act	TPT1 inh	PP1 counter	PP5 inh	procasp7 counter	CTSL1 counter	GASC-1 inh	HCV core dimer
> Cc1ccc(CN2CCN(C/C=C/c3ccc(F)cc3)CC2CCO)o1 (stereo not given)
  -0.1	3	1	-4	-2.8	3	-5	7	-1
> CCCOC(=O)Cn1cnc2scc(-c3ccc(C)cc3)c2c1=O
  0.3	0	1	1	3.4	16	2	-3	8
> O=C(CCc1nc(-c2ccccc2Cl)no1)NCC1CCCO1 (stereo not given)
  -0.1	-6	-1	-1	1.0	5	-2	-3	2
> O=C(CCNC(=O)c1ccc(Br)o1)NCc1ccccn1
  0.0	0	-2	0	0.0	1	2	-8	0
> COc1ccc2oc(=O)c(C(=O)O)cc2c1
  0.2	0	0	-4	2.5	-10	7	-7	0
> CCCCCC(=O)NNC1CC(=O)N(c2ccccc2)C1=O (stereo not given)
  0.0	-10	1	-3	0.4	0	-2	-4	-1
> Cc1ccc(OCCN(C)C(=O)C2CCC(=O)N(Cc3ccccc3F)C2)cc1 (stereo not given)
  0.1	7	-2	0	2.9	15	3	-1	-3
> CCN(C(=O)COC(=O)c1ccc2c(c1)OCO2)c1ccccc1
  0.7	-11	·	·	·	9	·	2	·
> CS(=O)(=O)N(Cc1ccccc1)c1ccc(C(=O)N2CCc3ccccc3C2)cc1
  0.0	6	0	3	-0.1	4	0	-5	9
> Cc1ccc(NC(=O)c2ccc(NCc3ccc(F)cc3)nc2)cc1
  0.1	0	-4	-7	-0.4	10	0	-2	3
> O=C(CSc1n[nH]c(-c2ccncc2)n1)Nc1ccc(Cl)c(C(=O)O)c1
  0.0	-2	-7	-6	-1.1	2	-4	27	-1
> CC(=O)Nc1ccc(C(=O)Nc2cccc(S(=O)(=O)N(C)c3ccccc3)c2)cc1
  -0.1	3	·	-1	2.8	5	·	·	·
> CCOc1cnc(-c2c(-c3c(Cl)cccc3Cl)noc2C)o1
  -0.4	-4	-2	0	0.9	-7	-5	4	-3
> CCOC(=O)c1cnc2c(C)c(C)ccc2c1Nc1ccc(S(=O)(=O)Nc2ncccn2)cc1
  -0.1	5	-3	1	0.8	-1	2	-5	10
> CC(C)(C)c1cc(/C=N/NC(=O)C[n+]2ccccc2)cc(C(C)(C)C)c1O
  0.0	-2	0	3	-0.4	8	-1	-2	-5
> COc1ccc(C2C(C(=O)NCc3cccnc3)c3cc(OC)c(OC)cc3C(=O)N2C)cc1 (stereo not given)
  0.1	-8	-2	-1	1.4	-9	-4	12	0
> Cn1nc(C(=O)NNC(=O)c2ccccc2F)c2ccccc2c1=O
  0.3	3	·	·	·	-4	·	7	·
> CCC1=C(OC(=O)N(CC)CC)N2C(=O)OC(=NCC3CC3)[C@]2(Cc2ccccc2)[C@H]2C1=CC[C@H]1C(=O)NC(=O)[C@H]12
  0.1	0	1	-5	0.2	-1	2	4	7
> CCN(CC)CCNC(=S)NC(=O)c1cn(-c2ccccc2)nc1-c1ccc(OC)cc1
  0.1	-4	0	3	1.7	-1	3	-6	-3
> Cn1c(=O)c2c(ncn2CC(=O)Nc2ccc3c(c2)OCO3)n(C)c1=O
  0.1	3	-3	-2	0.4	2	2	3	17
> Cc1cccc(N2C(=O)CC(N(O)c3ccccc3)C2=O)c1 (stereo not given)
  -0.1	-9	0	-2	-0.9	-3	-1	-3	-1
> CCN(CC(=O)Nc1ccccc1OC)C(=O)Cn1cnc2ccccc2c1=O
  -0.1	-4	-2	-2	-1.2	-6	-3	-4	1
> O=C(/C=C/c1cccc(OCc2ccccc2)c1)c1cccnc1
  0.1	-2	-2	4	4.5	0	0	4	11
> COc1ccccc1N1CCN(C(=O)CNC(=O)c2ccc(Cl)cc2Cl)CC1
  0.0	3	2	-6	0.7	-1	2	-11	8
> COc1ccccc1N1C(=O)CC(Nc2ccc(N3CCOCC3)cc2)C1=O (stereo not given)
  0.2	-17	-6	-2	4.3	-17	1	3	-10
> O=C(COc1ccc(F)cc1)NC1CC1
  -0.1	4	-1	-3	-0.8	-9	-3	-6	-3
> COc1cc(/C=N/Nc2nc3ccccc3[nH]2)ccc1O
  -0.1	2	-4	5	1.8	-2	7	-21	-49
> COCCNC(=O)NC(=O)COC(=O)c1cccn1C
  0.0	10	-2	0	0.7	17	0	0	1
> COc1ccccc1-c1coc2c(CN3CCN(CCO)CC3)c(O)ccc2c1=O
  0.0	4	4	-1	-0.5	0	7	-1	0
> Cn1c(=O)n(Cc2ccco2)c(=N)c2c3c(sc21)CCC3
  0.0	2	3	-1	-0.2	-5	-18	0	3

Some entries already given, limited to PP5 inh, procasp7 counter and PP1 counter.
molecule	PP5 inh	procasp7 counter	PP1 counter
Cc1ccc(CN2CCN(C/C=C/c3ccc(F)cc3)CC2CCO)o1 (stereo not given)	-2.8	3	-4
CCCOC(=O)Cn1cnc2scc(-c3ccc(C)cc3)c2c1=O	3.4	16	1
O=C(CCc1nc(-c2ccccc2Cl)no1)NCC1CCCO1 (stereo not given)	1.0	5	-1
O=C(CCNC(=O)c1ccc(Br)o1)NCc1ccccn1	0.0	1	0

Other results
Each structure is followed by: Efflux pump mplx	proCasp3 act	TPT1 inh	PP1 counter	PP5 inh	procasp7 counter	CTSL1 counter	GASC-1 inh	HCV core dimer
> COc1cccc(C(=O)NOCc2ccc(C)cc2)c1OC
  0.4	7	·	-5	4.1	-10	·	-2	·
> CCCN(c1ccc(OCC)cc1)S(=O)(=O)c1ccc2c(c1)NC(=O)CO2
  -0.1	1	0	1	5.4	-1	-4	4	1
> Cc1nc(NC(=O)CSc2ccc(-c3nc4ccccc4[nH]3)cn2)sc1C
  -0.3	-5	9	2	-0.2	0	-4	-2	9
> Oc1ccc(/C=N\Nc2cc(N3CCOCC3)nc(N3CCOCC3)n2)c(O)c1
  -0.3	4	2	0	14*	-11	0	-4	-19
> O=C(COC(=O)c1n[nH]c2ccccc12)NC(=O)NC1CCCCC1
  -0.1	-4	-3	1	-0.1	1	0	1	-3
> Cc1ccc(C(=O)N/C(=C/c2ccccc2)C(=O)NCC2CCCO2)cc1 (stereo not given)
  0.2	3	1	-5	0.3	1	-2	1	-3
